yeast cln2 rad14 = NCI yeast anticancer drug screen, S. cerevisiae cln2 rad14 strain | % growth inhibition at 50 µM | 78,000 tested, 8.3% active | AID 165, 2004;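 note: 0% = growth of vehicle-only cultures of the same strain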
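The screen exposed genetically defined yeast (cln2 rad14) to test compounds and scored growth inhibition relative to vehicle-treated controls.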
yeast sgs1 mgt1 = NCI yeast anticancer drug screen, S. cerevisiae sgs1 mgt1 strain. 78,000 tested, 10% active. growth inhibition, % at 50 µM;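 note: 0% = growth of vehicle-only cultures of the same strain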
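This yeast growth screen uses a strain with defined DNA-repair lesions; compound-treated growth is compared with vehicle-treated growth.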
mec2-1 = NCI yeast anticancer drug screen, S. cerevisiae mec2-1 strain. 79,000 tested, 9% active. % growth inhibition at 50 µM. AID 157, 2004;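 note: 0% = growth of vehicle-only cultures of the same strain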
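Test agents were screened against the mec2-1 yeast strain, with defined DNA repair or cell cycle alteration. Growth was scored as inhibition against vehicle-only controls.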
yeast bub3 = NCI yeast anticancer drug screen, S. cerevisiae bub3 mutant strain; growth inhibition, % at 50 µM; 78,000 tested, 9.9% active;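 note: 0% = growth of vehicle-only cultures of the same strain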
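Compounds were applied to a genetically altered yeast strain carrying a cell-cycle control defect. Growth inhibition was scored against vehicle-treated controls.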
mlh1 rad18 = NCI yeast anticancer drug screen, S. cerevisiae mlh1 rad18 strain; AID 175, 2004; % growth inhibition at 50 µM; 79,000 tested, 11% active;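 note: 0% = growth of vehicle-only cultures of the same strain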
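Inhibition values reflect reduced growth of mutant yeast versus vehicle-treated controls following compound exposure; the mutations affect DNA damage repair.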
yeast rad50 = NCI yeast anticancer drug screen, S. cerevisiae rad50 strain | 79,000 tested, 10% active | growth inhibition, % at 50 µM;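 note: 0% = growth of vehicle-only cultures of the same strain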
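A DNA repair-deficient yeast mutant serves as the test organism; compound-induced growth inhibition is calculated against vehicle-treated cells.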
An asterisk follows results filed as active; . = not tested or not shown; & = joins results of further samples. Cut-off read from the data, not from the text of the source: active = growth inhibition above about 70%; inactive = the rest.

Structure	yeast cln2 rad14	yeast sgs1 mgt1	mec2-1	yeast bub3	mlh1 rad18	yeast rad50
C=C(c1ccccc1)[P+](c1ccccc1)(c1ccccc1)c1ccccc1	99*	100*	100*	99*	100*	99*
CCCNC(=S)N/N=C/c1cccc(C)n1	15	2	-26	24	-12	-23
CN(CCc1ccccn1)CCc1ccccn1	-20	-4	4	9	-2	1
COc1cc2ccc(C(C)N)cc2cc1OC (stereo not given)	-7	7	11	1	0	-16
O=C1/C(=C/c2ccc(Cl)cc2)CCC1CNc1ccc(Cl)cc1 (stereo not given)	-3	-16	0	-16	-43	17
COc1cc(C)c2c(=O)c3c(oc2c1)C(=O)c1c(O)c(OC)cc(O)c1C3=O	-21	15	-10	-43	-24	-16
CCOC(=O)Cc1cc(=O)oc2c(CN3CCN(c4ccc(C)cc4)CC3)c(O)ccc12	1	38	52	27	79*	61
CCn1c(N)nc2c1c(=O)n(C)c(=O)n2C	14	10	-13	-13	19	25
COC1(OC)C(Cl)=C(Cl)C2C1C1(Cl)C(Cl)=C(Cl)C2(Cl)C1(OC)OC (stereo not given)	14	2	10	2	5	40
COc1cc(C(=O)O)cc2c1OCN(Cc1ccccc1)C2	-2	-2	5	1	-1	8
OC(C(=Nc1ccccc1)c1ccccc1)c1ccccc1 (stereo not given)	99*	99*	99*	98*	99*	99*
FC(F)(F)c1cccc(N=Cc2ccc3c(c2)OCO3)c1	6	-3	2	-7	24	13
N#CCCC[n+]1cc2ccccc2c2ccccc21	-42	4	1	26	24	21
CCN(CC)CCC(=O)/C=C/c1ccc(Cl)c(Cl)c1	90*	92*	93*	91*	89*	90*
CCOC(=O)NC(C)(C)CC(C)(C)C	12	-5	-18	-19	17	-1
CC(C)CC(NC(=O)CN1C(=O)c2ccccc2C1=O)C(=O)O (stereo not given)	3	7	-42	-17	-24	-10
COC(=O)CCCCC(=O)OC	-2	15	0	-9	13	36
N#Cc1c(N2CCCC2)ncn(-c2ccccc2)c1=O	-52	-3	-1	-16	-22	-9
O=C1OC(=O)C2C1C1(Cl)C(Cl)=C(Cl)C2(Cl)C2C(=O)OC(=O)C21 (stereo not given)	-9	18	12	25	-2	2
Cc1cc(NS(=O)(=O)c2ccc(Nc3c4ccccc4nc4c(C(=O)NC(CO)(CO)CO)cccc34)cc2)no1	72*	-2	24	6	74*	75*

A different layout for part of the listing above:
Fields – yeast cln2 rad14 | yeast sgs1 mgt1 | mec2-1 | yeast bub3 | mlh1 rad18 | yeast rad50
> COC(=O)CCCCC(=O)OC
    -2 | 15 | 0 | -9 | 13 | 36
> N#Cc1c(N2CCCC2)ncn(-c2ccccc2)c1=O
    -52 | -3 | -1 | -16 | -22 | -9

Following part
Structure	yeast cln2 rad14	yeast sgs1 mgt1	mec2-1	yeast bub3	mlh1 rad18	yeast rad50
CSC(=CC(=O)c1ccco1)SC	15	24	1	34	16	18
CC1(c2ccccc2)OCCS1 (stereo not given)	15	20	21	1	29	41
O=C1C(=O)N(C2CCCCC2)C(=S)N1C1CCCCC1	-2	-62	-30	-5	12	-32
COc1ccc2nc3ccccc3c(NCCC[N+](C)(C)[O-])c2c1[N+](=O)[O-]	-34	3	-16	-13	-8	-6
N#CCc1ccc(-c2ccc(CC#N)cc2)cc1	-8	4	0	-7	-17	-10
O=C(O)c1ccccc1NC(=O)C1CCCCC1	1	16	7	-7	14	10
CCCCc1c2c(nn1C(C)=O)C(=O)C=C(Nc1ccccc1)C2=O	-8	20	22	5	10	22
Nc1nc(-c2cccs2)cs1	50	-21	-2	15	15	19
COc1ccc(S(=O)(=O)Nc2cccc(C(F)(F)F)c2)cc1	98*	100*	100*	99*	100*	99*
O=C1/C(=C/c2ccc(F)cc2)CC/C1=C\c1ccc(F)cc1	-3	-3	-12	-14	-9	-10
c1ccc(COc2ccc3c(c2)CN(Cc2ccccc2)CO3)cc1	-19	34	-29	62	-9	-21
C#CCOc1c(C(=O)OCC)c(=O)n(C)c2ccccc12	9	13	-17	4	2	-10
CC1(C)S/C(=C\c2ccccc2)c2nc3ccccc3c(=O)n21	2	-16	-7	0	-21	-7
CN1CCC(CN2c3ccccc3Sc3ccccc32)C1 (stereo not given)	51	21	-23	19	32	39
CC(C)C1(c2ccccc2)C(=O)c2ccccc2C1=O	68	85*	78*	79*	46	72*
N=C(N)c1cccc(-c2ccc(-c3ccccc3)o2)c1	94*	57	90*	79*	97*	92*
CCOC(=O)c1cn(C)c2c1C(O)=C(C(=O)OC)CC(=O)N2	7	-14	1	-13	-27	4
O=C(c1ccc(Cl)cc1Cl)N(/N=C/C=C/c1ccccc1)c1nnc(-c2ccccc2)c(-c2ccccc2)n1	33	-21	9	2	13	-17
CCc1ccccc1NC(=O)Nc1cc(C)ccn1	21	22	13	32	28	26
CC(O[Si](c1ccccc1)(c1ccccc1)C(C)(C)C)[C@H](NC(=O)OC(C)(C)C)C(=O)O[Si](c1ccccc1)(c1ccccc1)C(C)(C)C (stereo not given in full)	91*	93*	93*	91*	89*	90*
COc1ccc(C(NCCNC(c2ccc(OC)c(OC)c2)c2cc3c(cc2O)OCO3)c2cc3c(cc2O)OCO3)cc1OC (stereo not given)	41	72*	28	55	47	38
Cn1c(=O)c(C(=O)NC(=O)OCc2ccccc2)cn(CCSCCOC(=O)NCCCCCCNC(=O)OCCSCCn2cc(C(=O)NC(=O)OCc3ccccc3)c(=O)n(C)c2=O)c1=O	-1	-6	-21	-5	-16	-3
C/C=C(\CCC1NCCc2c1[nH]c1ccccc21)[Si](C)(C)C (stereo not given)	75*	93*	86*	78*	96*	96*
Nc1ccc(S)cc1	-18	-5	-6	-3	-4	2
COc1ccc(N=Cc2cc(OC)c(OC)c(OC)c2)cc1	-4	2	-10	-13	1	-12
CCCN=C(C)c1ccccc1O	33	-10	-3	15	11	-3
O=C1c2ccc(=O)[nH]c2C(=O)C2CC3=C(CCCC3)CC12 (stereo not given)	-71	60	25	42	45	20
CSC(=S)C(CNc1ncccn1)c1ccccc1 (stereo not given)	50	9	27	30	31	20
Cc1ccc(C(=O)O)cc1S(=O)(=O)Nn1cnc2ccc(S(=O)(=O)Nc3ccccc3C(=O)O)cc2c1=O	-29	-9	-5	7	0	-4
COc1ccc(COC=O)cc1	2	-1	-5	11	24	22

Profiles from above. Order of values: yeast cln2 rad14, yeast sgs1 mgt1, mec2-1, yeast bub3, mlh1 rad18, yeast rad50
O=C1c2ccc(=O)[nH]c2C(=O)C2CC3=C(CCCC3)CC12 (stereo not given) across the screens: -71, 60, 25, 42, 45, 20
Cn1c(=O)c(C(=O)NC(=O)OCc2ccccc2)cn(CCSCCOC(=O)NCCCCCCNC(=O)OCCSCCn2cc(C(=O)NC(=O)OCc3ccccc3)c(=O)n(C)c2=O)c1=O across the screens: -1, -6, -21, -5, -16, -3
COc1ccc(N=Cc2cc(OC)c(OC)c(OC)c2)cc1 across the screens: -4, 2, -10, -13, 1, -12

The listing continues.
Structure	yeast cln2 rad14	yeast sgs1 mgt1	mec2-1	yeast bub3	mlh1 rad18	yeast rad50
Cc1ccc(NC(=S)/N=C/C(C(=O)c2ccccc2)=C(\O)c2ccccc2)c(C)c1	-2	30	6	26	0	14
CN1CCN(C(CO)Cc2ccccc2)CC1 (stereo not given)	-16	-10	-10	9	-7	4
CC(=O)Oc1ccc(OC(C)=O)c(OC(C)=O)c1	-14	32	23	-2	22	37
CCCCCCCCNC(=O)C(C)C	-42	-2	30	-19	-12	-14
CC1CCCC(=O)CCC1	7	-9	-5	11	3	3
COC(=O)c1ccc(O)c(N)c1	9	-21	6	-2	-15	-10
CC(=O)NC1=NC(=O)/C(=C/c2ccccc2Cl)N1C	8	-11	-54	-9	29	-46
O=S(=O)(O)CCNC(=S)C(=S)NCCS(=O)(=O)O	6	8	14	9	6	29
COCCOC(=O)c1cccc(C)c1	-17	3	-12	0	4	13
CC1=CC(=O)C(O)C2(C)C(CCC3(C)OCCO3)C=C(O[Si](C)(C)C(C)(C)C)CC12 (stereo not given)	18	1	-2	5	7	22

Quoted from the listing.
yeast rad50, Cc1ccc(NC(=S)/N=C/C(C(=O)c2ccccc2)=C(\O)c2ccccc2)c(C)c1 stands at 14
yeast rad50, CCCCCCCCNC(=O)C(C)C stands at -14

(continued)
Structure	yeast cln2 rad14	yeast sgs1 mgt1	mec2-1	yeast bub3	mlh1 rad18	yeast rad50
Cc1nc(C(Cl)(Cl)Cl)[nH]c(=O)c1SCCO	10	-9	-16	-2	-6	13
Cc1ccc(C2C(Cl)C(=O)N2NC(=O)c2ccc(N)cc2)cc1 (stereo not given)	-47	-61	-22	-27	-42	-50
COc1cc(O)c2c(=O)c(OC)c(-c3ccc4c(c3)OCO4)oc2c1	2	-10	6	-24	-44	5
Cc1ccc(S(=O)(=O)NNc2nc(N3CCCCC3)nc(N3CCCCC3)n2)cc1	-18	8	-2	-5	20	-1
O=C1NC(=O)C(CCCCO)(c2ccccc2)N1 (stereo not given)	-20	6	-10	-13	4	7
ClCCOCc1ccc(Cl)c(Cl)c1	-14	6	-17	-18	9	9
COc1ccc(C2CC(=O)N(CC(=O)O)C(=O)C2)cc1	-17	8	15	-9	8	14
CCc1c(O)c2c(=O)n(C)c(=O)n3c4ccccc4n(c1=O)c23	27	46	41	39	40	40
CC(CO)(Nc1ccc([N+](=O)[O-])cc1[N+](=O)[O-])C(=O)O (stereo not given)	70*	98*	99*	95*	98*	97*
O=C(O)C#Cc1cccnc1	6	1	-14	-3	-17	-11
O=C(O)/C(=N\Nc1ccccc1)c1ccccc1	17	34	25	3	46	41
Cc1ccc2[nH]c(C(=O)O)cc2c1	10	11	-7	9	28	31
CCOC(=O)c1ccc(NC(C)=O)cc1	-5	9	9	-4	12	18
Fc1ccccc1-c1nc2ccccc2s1	-3	19	4	6	28	45
CC1(C)C(O)c2ccccc2OC1N1CCN(C2Oc3ccccc3C(O)C2(C)C)CC1 (stereo not given)	-5	24	-1	-11	-9	-18
c1ccc(NCCN2CCCCC2)nc1	4	3	11	6	30	8
C/C=C(/C)C1(O)CCCCC1O (stereo not given)	-3	1	1	-4	-11	-4
CCCCCCCCCCCCCCCCNCCCN(C)CCCN	92*	93*	93*	92*	90*	88*
Cc1ccccc1NNc1ccccc1C	-6	18	8	3	29	14
CCCCCCCCCc1cc(=O)c2ccc(O)cc2o1	-4	-21	-25	-1	-15	-20
COc1ccc(Cc2ccc(N)cc2)cc1	88*	89*	87*	91*	97*	92*
O=c1cccc(CCc2ccccc2)[nH]1	1	-10	-9	-1	-16	-9
NC(=S)N/N=C/c1ccc2c(c1)OCO2	47	9	26	23	13	2
C=CCCC(C)N(C(=O)OC(C)(C)C)S(=O)(=O)c1ccc(C)cc1 (stereo not given)	-9	5	-13	-4	0	17
Cc1cc(=O)[nH]c(O)c1C#N	10	5	0	2	11	8
CC(=O)NC1CCC(C(F)(F)F)CC1 (stereo not given)	-21&-6	-5&-10	-6&6	-3&-2	8&13	2&10
CC(C)(CN1CCCCC1)C(=O)/C=C/c1ccc(Cl)cc1	38	36	12	13	47	35
COC(=O)c1ccc(CCc2cc(O)c(Br)cc2O)cc1	19	35	12	26	41	45
CCOC(Cn1ccccc1=N)OCC	-40	-13	-12	-7	4	13
Cc1cc([O-])c([I+]c2ccccc2)c(=O)[nH]1	96*	98*	67	96*	90*	93*
Cn1c([N+](=O)[O-])cnc1COc1ccc(OCc2ncc([N+](=O)[O-])n2C)cc1	28	-1	-20	0	-3	4
COC(=O)/C(=C/C=C(c1ccccc1)c1ccccc1)N(C(C)=O)C(C)=O	99*	100*	100*	100*	100*	99*
O=C1OC(C2Cc3ccc4c(c3C2=O)CCCC4)c2ccccc21 (stereo not given)	41	13	-13	36	12	0
Cc1nc(-c2ccc(-c3ccccc3)cc2)cs1	.	.	-8	.	52	9
Cc1cc(N(CCC#N)CCC#N)ccc1/C=C(\NC(=O)/C=C/c1ccccc1)C(=O)NN	20	14	-16	-25	-29	18
N#CC1=C(N)OC(c2ccccc2)=C(C#N)C1c1ccccc1 (stereo not given)	99*	99*	100*	100*	99*	99*
COc1ccc(C(O)C(C)(C(=O)O)c2ccccc2)cc1 (stereo not given)	-6	5	2	-5	9	3
O=[N+]([O-])c1ccc2nc(Cl)sc2c1	10	12	6	3	3	5
CC(=O)NC1c2ccccc2-c2ccccc21	42	-1	34	17	4	-5
CS(=O)(=O)OC1CC/C=C\CCC1OS(C)(=O)=O (stereo not given)	-9	12	14	-15	-16	1
COC(CCl)OC	10	16	-19	-10	3	4

From PubChem BioAssay
